# LDHA block: blocks human lactate dehydrogenase A. P00338. purified LDHA, NADH/diaphorase-resazurin fluorescence; active compounds read low. activity change, % (values are at about 110 or 230 µM). actives 0.15% (n = 480,000); in the data active = activity change below about -30%; inconclusive = mostly about -25% to -30%;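 note: plate controls were DMSO wells for no effect and wells without enzyme for full effect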
#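 Enzyme activity of human lactate dehydrogenase 5 (2 nM; 0.06 mM NADH, 0.2 mM pyruvate, 5 min, RT) is measured via a resazurin/diaphorase fluorescence readout of residual NADH.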
# RGS4 inh: human RGS4 inhibition; P49798; actives 0.039% (n = 390,000); Transcreener GDP fluorescence polarization, RGS4-accelerated GTP hydrolysis; Potency, µM (doses to about 114 µM), for inactives: at the top dose activity change, negative = inhibition, usual class: inhibitors; note: potency is the fitted concentration of half-maximal effect; % is set by controls: 0 for no effect and ±100 for the full control effect; nearly all actives have a fitted effect of over 75% in size; some results filed as inactive show a strong effect at the top dose
# Target sequence (P49798 whole entry, looked up): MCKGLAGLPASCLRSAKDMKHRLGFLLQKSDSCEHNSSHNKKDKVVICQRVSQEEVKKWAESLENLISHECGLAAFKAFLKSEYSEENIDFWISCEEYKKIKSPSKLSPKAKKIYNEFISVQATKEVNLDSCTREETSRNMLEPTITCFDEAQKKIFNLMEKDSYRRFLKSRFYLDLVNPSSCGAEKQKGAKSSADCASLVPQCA
#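 MLSMR compounds (23 nl, pin-transferred) preincubated 10 min at room temperature with a 500nM (2x) first reagent, then RGS4 at 900nM (2x) plus Transcreener GDP mix added; fluorescence polarization (620/688 nm) read before and after 90 min at 30 °C.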
# Vif-A3G inh: blocks the Vif interaction with human APOBEC3G; Q9HC16; HeLa A3G-eYFP + Vif (tagged APOBEC3G with the HIV-1 protein that degrades it), YFP fluorescence, overnight; Potency, µM (doses to about 46.1 µM), for the others: top-dose activity, negative = active, usual class: inhibitors; actives 0.076% (n = 410,000);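 note: potency is the fitted concentration of half-maximal effect; % is set by controls: 0 for no effect and ±100 for the full control effect; nearly all actives have a fitted effect of over 60% in size; hits raise eYFP signal because A3G escapes Vif-driven loss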
#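 Read-out is eYFP fluorescence (Ex 488/Em 500-530) from Vif-expressing HeLa A3G-eYFP cells; more signal means A3G escaped Vif-mediated degradation. Cells plated overnight, compound pinned in, incubated overnight at 37 deg C.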
# GRP78 ERSR act: inducers of ER stress response in human glioma cells; Potency, µM, for inactives: at the highest dose activation, usual class: activators; AID 602332; U87-MG GRP78 promoter luciferase reporter, 16 h; actives 0.02% (n = 420,000); note: potency is the fitted concentration of half-maximal effect; series mostly up to about 76 µM; % of control where 0% means no effect; nearly all actives have a fitted effect of over 35% in size
#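 ERSR induction read as luciferase luminescence (Bright-Glo, 10 min at room temperature) in stably transfected human U87-MG glioma cells exposed to compounds for 16 h, using GRP78 as sensor.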
# ERG-DNA inh: inhibitors of human ERG Ets domain-DNA interaction | P11308 | actives 0.028% (n = 370,000) | AID 624246 | Potency, µM (highest dose often 76.9 µM), for the others: top-dose FP activity, negative = inhibition, hits mostly inhibitors | fluorescence polarization, His-ERG Ets domain / labelled DNA; active = well fitted inhibition curve with a large enough effect in the polarisation, with a control signal flat; inconclusive = small, poorly fitted or top-dose-only effect, or effect the other way, or a change in a side signal; inactive = no such curve, though single readings can be large or run the other way; the % refers to the polarisation;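 note: polarization taken with two DNA probes labelled with fluorescein and Texas red; potency is the fitted concentration of half-maximal effect; % of control where 0% means no effect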
#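 His-tagged ERG Ets domain (1 uM in the protein solution; 300mM KCl, 50mM Tris-HCl, 1mM EDTA, 1mM DTT, pH 7.5) received compound, then a probe mix of 5 nM fluorescein-DNA and 100nM Texas-615-DNA. Fluorescence polarization was read for both dyes.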
# 12-LOX inh: blocks human arachidonate 12S-lipoxygenase; AID 1671190; P18054; purified 12hLO, xylenol orange hydroperoxide absorbance; Potency, µM (highest dose often 108 µM), without a hit: at the highest dose activity change, negative = inhibition, actives largely listed as inhibitors; actives 1.1% (n = 580,000); note: potency is the fitted concentration of half-maximal effect; % is set by controls: 0 for no effect and ±100 for the full control effect
# Target sequence (P18054 whole entry, looked up): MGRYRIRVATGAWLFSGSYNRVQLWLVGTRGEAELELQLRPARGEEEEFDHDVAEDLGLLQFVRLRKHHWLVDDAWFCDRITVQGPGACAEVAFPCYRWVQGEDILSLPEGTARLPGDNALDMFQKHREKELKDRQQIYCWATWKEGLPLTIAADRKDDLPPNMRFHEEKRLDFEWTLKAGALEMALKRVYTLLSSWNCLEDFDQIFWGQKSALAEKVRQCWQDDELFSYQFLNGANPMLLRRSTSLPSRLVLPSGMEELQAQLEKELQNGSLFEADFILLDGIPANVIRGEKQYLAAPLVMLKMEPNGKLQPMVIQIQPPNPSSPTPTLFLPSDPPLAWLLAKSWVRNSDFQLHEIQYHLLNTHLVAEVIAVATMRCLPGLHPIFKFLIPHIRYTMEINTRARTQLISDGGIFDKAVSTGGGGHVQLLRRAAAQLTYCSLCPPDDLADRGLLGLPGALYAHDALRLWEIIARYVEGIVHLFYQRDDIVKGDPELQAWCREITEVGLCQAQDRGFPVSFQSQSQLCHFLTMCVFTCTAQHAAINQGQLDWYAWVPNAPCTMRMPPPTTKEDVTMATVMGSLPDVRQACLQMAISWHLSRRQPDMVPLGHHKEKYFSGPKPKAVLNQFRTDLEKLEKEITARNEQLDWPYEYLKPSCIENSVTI
#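 Purified human 12hLO (150 nM final) in 25 mM Hepes, 0.01% Triton X-100, pH 7.0 was preincubated 15 min at room temperature with compound. Then 40 uM arachidonic acid was added, 30 min. Hydroperoxide was read by Fe-XO absorbance ratio 573/405 nm.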
# Vif-APOBEC3F blk: Vif-A3F binding inhibition | AID 602313 | actives 0.2% (n = 390,000) | Potency, µM (top dose mostly 46.1 µM), for the others: top-dose activity, negative = active | HeLa A3F-eYFP + Vif (tagged APOBEC3F with the HIV-1 protein that degrades it), YFP fluorescence increase; note: potency is the fitted concentration of half-maximal effect; % of control where 0% means no effect; nearly all actives have a fitted effect of over 65% in size
#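 Fluorescence increase (Ex 488/Em 500-530) after overnight compound treatment at 37 deg C flags inhibition of Vif-driven A3F-eYFP loss in stable HeLa A3F-eYFP/Vif cells seeded overnight beforehand.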
# D2 ag: D2 dopamine receptor (human) agonism. P14416. HEK293 T-REx D2 cells, calcium flux agonist mode. activation, % at 2 µM. actives 0.53% (n = 340,000). AID 485358;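 active = activation over 3 SD above normal in the single-dose calcium agonist read, cut at about 30% in these data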; note: 0% is about no effect
#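 Calcium-flux readout, 1 cycle/sec over 180 s following compound pin transfer, in inducible HEK293 Trex D2 cells (force-coupled); dopamine controls included. Positive calcium responses during this window marked compounds as potential agonists.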
# D2 antag: D2 dopamine receptor (human) antagonism. P14416. HEK293 TREx D2 cells, calcium flux, dopamine EC80. inhibition, % at 10 µM. actives 2% (n = 340,000). AID 485344; in the data active = inhibition above about 30%; note: 0% is about no effect
#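 Inhibition of EC80 dopamine-driven calcium flux, recorded kinetically, defines activity here; cells are a tetracycline-induced HEK293 T-REx line expressing force-coupled D2.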
# Active calls of the source: *; i = inactive; ? = inconclusive; · = no result given; & = joins results of further samples; [ ] = dose if it differs, or a comment. Unless noted, calls come from the whole dose curve; as a rule, active = well fitted curve in the direction sought with a large enough effect; inconclusive = small, poorly fitted or top-dose-only effect, or another doubt; inactive = no such curve, though single readings can be large; an effect the other way counts as inactive or inconclusive. Some of the compounds tested; count on the stated rates, not on these rows.
smiles	LDHA block	RGS4 inh	Vif-A3G inh	GRP78 ERSR act	ERG-DNA inh	12-LOX inh	Vif-APOBEC3F blk	D2 ag	D2 antag
Cc1cccc(CSc2nnc(NC(=O)CSc3nnc(C)s3)s2)c1	-10	12%	1%	5%	-4%	444%[activator]	-12%	0.7	17
Cc1ccc(-n2nc3c(=O)n(CCCC(=O)NCc4ccc(Cl)cc4)nc(C)c3c2C)cc1	-14	6%	1%	-3%	-11%	-2%	1%	0.8	-5
Cc1ccnc(NS(=O)(=O)c2ccc(N)cc2)n1	-5	8%	0%	-1%&-4%&-3%	1%	1%	5%	·	·
CCN1C(=NCCc2cccs2)N[C@@H](c2cccs2)C(C(=O)OC)=C1C	-12	5%	6%	-1%	1%	·	-2%	6.4	-43
NC(=O)Cn1cc(/C=N/NC(=O)c2ccc(Cn3cc(Cl)cn3)o2)c(-c2ccccc2)n1	-3	-5%	-7%	-4%	16%	5%	1%	0.6	-13
Cc1ccc2[nH]c(=O)c(CN(Cc3ccc4c(c3)OCO4)Cc3nnnn3Cc3ccco3)cc2c1	4	?	-2%	0%	7%	?	5%	3.3	-9
CC1(C)CC(=O)C2=C(C1)OC(N)=C(C#N)C2c1ccccc1 (centres undefined)	-10	-17%	-5%	-1%	3%	0%	0%	-1.7	0
C=CCc1cccc(CNc2nc3ccccc3n2CCN2CCOCC2)c1O	5	5%	2%	-1%	-10%	20%	0%	4.1	16
OC(CNCc1ccccc1Cl)C(F)(F)F (centres undefined)	-2	3%[56.9 µM]	-2%	-2%	4%	0%	-2%	·	·
CCNC(=O)COC(=O)Cc1ccc(Cl)cc1Cl	-5	-17%	0%	-2%	1%	1%	14%	-0.3	13
COc1cc(N)c(Cl)cc1C(=O)OCC(=O)NC1CCCC1	0	8%	4%	-1%	11%	2%	-25%	-1.4	-9
Cc1[nH]c(=O)n(C(C)C)c(=O)c1Br	-4	9%	1%	-3%	-9%	21%	?	·	·
CC(=O)c1ccc(S(=O)(=O)N2CCC(C(=O)Nc3ncc(C)s3)CC2)cc1	-10	8%	0%	-5%	-6%	-2%	-11%	·	·
CCOP(=O)(OCC)/C(C#N)=C(\O)c1ccc(OC)cc1	-3	18%	2%	6%	-8%	?	-6%	-0.5	9
Cc1ccc(/C=N/NC(=O)Cc2cccn2C)cc1	-9	-3%	-7%	1%	7%	177%[activator]	-1%	-0.5	20
CCOc1cc(N2CCOCC2)c(OCC)cc1NS(=O)(=O)c1ccc2c(c1)CC(=O)N2	3	·	4%	-5%	·	-12%	5%	·	·
CC(=O)Nc1ccc(NC(=O)Cn2cnc3c(cnn3C(C)(C)C)c2=O)cc1	2	-11%	-1%	-1%	-2%	128%	·	0.0	-14
CC(=O)Nc1ccc(N(C(=O)CNC(=O)c2ccco2)C(C(=O)NCC2CCCO2)c2ccccc2)cc1 (centres undefined)	1	-18%	1%	1%	-13%	0%	8%	1.5	16
CCOC1=C2[C@@H](CN(S(=O)(=O)c3ccc(C)cc3)[C@H]2c2ccccc2F)[C@H]2C(=O)NC(=O)[C@H]2C1	-3	·	-2%	-3%	·	-91%	·	·	·
COc1ccc(C)c2sc(NC(=O)c3ccc(S(=O)(=O)N4CCOCC4)cc3)nc12	-6	11%	-2%	-3%	-2%	0%	-1%	-0.4	·
COc1ccc(-c2cc(C(=O)NCCCN3CCCC3=O)c3ccccc3n2)cc1OC	-12&-10	0%	0%	0%	3%	-15%&-7%	1%	0.6	14
Cc1ccnc(N2CCC(C(=O)Nc3ccc4c(c3)OCO4)CC2)n1	-4	-37%	0%	-1%	10%	-27%	7%	-1.6	-5
CCOC(=O)N=S(=O)(Oc1ccc([N+](=O)[O-])cc1)c1ccccc1 (centres undefined)	-12	13%	0%	-8%	3%	-3%	7%	-0.7	-3
CCOc1ccc(C(=O)Nc2cccc([N+](=O)[O-])c2)cc1Br	-11	-19%	-6%	-7%	-2%	-11%	1%	-1.1	-4
Cc1cccc(NC(=O)N2CCC(NC(=O)c3ccccc3C)CC2)c1	5	-28%	0%	-1%	-5%	0%	2%	-0.2	3
CC1(OC(=O)C2CCCC2)C(=O)C=C2C=C(c3ccsc3)N(Cc3ccccc3)C=C2C1=O (centres undefined)	16	-9%	3%	-2%	7%	-17%	5%	0.8	-4
Cc1c(C#N)c(NC(=O)CCl)n(Cc2ccccc2)c1C	-4	-13%	-13%	-16%	19%	-10%	?	0.0	-8
COc1ccc(Nc2nc(N3CCCC3)nc(N3CCCC3)n2)c(OC)c1	-4	6%	3%	-2%	-6%	-7%	0%	-0.1	0
CCn1nc(C)c(CCC(=O)O)c1C	-1	6%	-2%	-2%	-1%	3%	-4%	·	·
COc1ccc(CC(=O)NCCN2CCOCC2)cc1	-5	-10%	1%	-2%	-4%	29%	-6%	-2.0	16
Cc1ccccc1Cn1nnc2c(=O)[nH]c(C3CCN(C(=O)c4ccccc4)CC3)nc21	6	2%	1%	-2%	-7%	-23%	1%	-0.4	·
COC(=O)C1=C(N)OC2=C(C(=O)CC(C)(C)C2)C1c1ccccc1OCC#N (centres undefined)	-7	7%	7%	0%	-1%	-6%	-28%	-0.8	-7
COc1ccc(-c2cc(-c3ccc(F)cc3)nc(N3CCN(C)CC3)n2)cc1	-4	13%	1%	-2%	0%	-3%	-15%	0.2	2
COc1ccc(CCNC(=O)CCCN2C(=O)C(c3ccccc3)Oc3cccnc32)cc1OC (centres undefined)	-9	14%	0%	-4%	4%	1%	4%	-0.2	-7
COc1ccc(OC)c(CCNC(=O)CCCn2c(=O)c3cccn3c3cccnc32)c1	6	-12%	4%	-1%	2%	-11%	-1%	0.4	·
COC(=O)CC(NC(=O)c1ccco1)c1cccc2ccccc12 (centres undefined)	-7	14%	-2%	-4%	4%	-7%	?	0.0	8
Cc1cc(C)c([N+](=O)[O-])cc1NCC(=O)N1CCN(c2ccccc2)CC1	0	4%	-5%	-2%	-6%	-29%	6%	-0.2	6
CCOc1ccc(NC(=S)NC(=O)Cc2ccccc2)cc1	-6	-7%	1%	1%	-28%	?	-3%	-0.7	1
Cn1c(=O)c2c(ncn2CC(=O)OCC(=O)NC2CCCc3ccccc32)n(C)c1=O (centres undefined)	-9	26%	0%	1%	9%	-3%	-18%	-0.4	21
CN1CCN(C(=O)CCCN2C(=O)/C(=C/c3ccccc3)SC2=S)CC1	-1	0%	-3%	-6%	28%	-16%	-8%	6.3	-7
Cc1nnsc1-c1nnc(SCC(=O)c2ccc(C#N)cc2)n1C1CC1	1	-12%	12%	-2%	2%	i	11%	0.1	-9
O=S(=O)(Nc1ccccc1C(F)(F)F)c1ccc(N2CCCCS2(=O)=O)cc1	0	5%	1%	-4%	-2%	?	3%	-0.3	·
CC1=C(C(=O)OCC2CCCO2)C(c2ccc(Cl)c(Cl)c2)NC(=O)N1 (centres undefined)	-8	20%	2%	-4%	7%	-10%	9%	0.4	5
Cc1cc(Br)cc(C)c1OCC(=O)NNC(=O)CCC(=O)NCc1ccccc1	-3	3%	0%	-2%	0%	1%	3%	-1.3	-2
CCCOc1ccc(C(C)(O)CN2CCOCC2)cc1 (centres undefined)	-5	8%	-3%	0%	0%	?	-1%	0.9	17
COc1ccc(Cn2c(CNS(=O)(=O)c3ccc(C)c(C)c3)nc3cccnc32)cc1	3	15%	0%	-2%	-8%	1%	9%	0.6	·
CCCCn1c(SCC(=O)Nc2ccc3c(c2)OCCO3)nnc1C(CC)N(C)C (centres undefined)	-5	-13%	2%	-3%	-25%	-2%	2%	-0.2	9
CCOC(=O)N1CCN(C(=O)c2ccc3c(c2)ncn3C2CCCC2)CC1	-1	-20%	0%	-1%	·	1%	-1%	-0.3	7
CCOC(=O)c1cnc2ccc(OCC)cc2c1NCCc1ccc(OC)c(OC)c1	-2	-21%	6%	-3%	0%	-12%	-1%	0.3	·
Cc1ccc(OCCN2CCN(C(=O)CCC(=O)Nc3nnc(CC(C)C)s3)CC2)cc1	-1	0%	0%	-9%	1%	206%[activator]	5%	·	·
CC1CCc2c(sc(NC(=O)Cn3nc(C(F)(F)F)c4c3CCCCC4)c2C#N)C1 (centres undefined)	-6	-7%	2%	0%	·	?	-5%	-0.9	3
Cc1c(OCc2ccccc2)cccc1OCc1ccccc1	3	13%	3%	1%&2%	-3%	8%	4%	1.1	3
O=C(NCc1ccco1)c1ccc(Cn2c(=O)c3sccc3n(Cc3ccc(F)cc3)c2=O)cc1	-1	1%	-10%	-2%	4%	3%	-1%	-0.1	4
Cc1cc(C)n(C(=O)c2ccc(S(=O)(=O)N3CCOCC3)cc2)n1	-10&-1	10%	0%	-6%	-3%	23%&26%	1%	-0.4	4

# Given with two lines to a compound: entries from further up
# Values in the order: LDHA block | RGS4 inh | Vif-A3G inh | GRP78 ERSR act | ERG-DNA inh | 12-LOX inh | Vif-APOBEC3F blk | D2 ag | D2 antag
> CC1CCc2c(sc(NC(=O)Cn3nc(C(F)(F)F)c4c3CCCCC4)c2C#N)C1 (centres undefined)
→ -6 | -7% | 2% | 0% | · | ? | -5% | -0.9 | 3
> Cc1c(OCc2ccccc2)cccc1OCc1ccccc1
→ 3 | 13% | 3% | 1%&2% | -3% | 8% | 4% | 1.1 | 3

# Assay outcomes from PubChem.
